Growth percent in the NCI-60 one-dose screen (48 h, 10 µM unless noted): 100 = growth as untreated, 0 = no growth, -100 = all killed.
MALME-3M: MALME-3M melanoma. actives 5.8% (n = 78,000)
BT-549: BT-549 breast cancer | actives 4.4% (n = 78,000) | AID 1794793
MCF7: MCF7 breast cancer; actives 6.3% (n = 82,000)
UACC-257: UACC-257 melanoma; actives 4.4% (n = 78,000)
UACC-62: UACC-62 melanoma | actives 5.4% (n = 81,000) | AID 1794756
T-47D: T-47D breast cancer | AID 1794792 | actives 5% (n = 79,000)
HS 578T: HS 578T breast cancer; actives 4.1% (n = 78,000)
LOX IMVI: LOX IMVI melanoma | actives 7.4% (n = 79,000) | AID 1794757
* = called active by the depositor; / = not tested or not shown; & = joins results of further samples; ! = not active in a repeat; [ ] = remark or other dose. The calls were made as follows: active = growth percent below 10; inactive = the rest. Hits appear at their usual frequency; 11% or so of the library scored in one or more.

SMILES	MALME-3M	BT-549	MCF7	UACC-257	UACC-62	T-47D	HS 578T	LOX IMVI
O=C1Nc2ccc(Br)cc2/C1=N\c1nnc(-c2ccc(Cl)cc2)o1	34.1	63.1	34.9	91.6	60.1	76.7	83.1	/
O=C(CSc1nnc(CSc2ccc(Cl)cc2)n1-c1ccccc1)NC(=O)Nc1ccccc1	87.3	126.7	51.7	92.3	92.4	/	46.4	24.9
COC(=O)CC(CC(=O)c1ccccc1)c1ccccc1 (stereo unspecified)	93.6	94.4	104.1	106.7	102.1	/	95.1	104.8
O=S(=O)(NCCCNc1cc(-c2c(-c3cccc(O)c3)nc3sccn23)ccn1)c1cccc(Cl)c1	48.2	21.5	55.5	68.4	40.3	6.6*	32.5	29.6
CC(=O)C(N=Nc1ccc(N2CCN(C(=O)OC(C)(C)C)CC2=O)cc1)C(C)=O	107.7	120.3	86.3	110.0	103.0	101.5	103.4	101.6
O=C1CSC(=S)N1Cc1cccs1	122.0	101.4	74.3	93.9	93.9	89.0	121.8	104.4
CN(C)CCC(C(=O)O)(c1ccccc1)c1ccccc1	102.7	94.6	100.8	74.7	/	78.8	103.7	94.0
CC1(C)N=C(N)N=C(N)N1c1ccc(F)cc1	66.6	85.3	83.6	88.4	98.1	97.8	92.4	49.0
COc1ccccc1Nc1n[nH]c(=S)s1	92.8	99.9	96.9	88.9	107.1	92.5	122.7	121.1
CCc1c(Nc2ccc(C)cc2)[nH]c(N)nc1=S	103.0	100.3	91.3	104.3	93.8	90.1	94.8	104.6
Cc1cc(C)cc(NC(=O)Cn2nncc2CN2C(=O)CSC2=O)c1	100.4	100.8	93.4	97.3	94.0	99.9	89.5	91.3
CC(C)(C)CC(C)(C)NS(=O)(=O)NC(C)(C)CC(C)(C)C	90.4	106.6	90.3	87.3	88.5	90.8	85.4	87.7
Cc1[nH]c(/C=C/C(=O)c2ccc(C(F)(F)F)c(F)c2)c(C)c1C(=O)NC(C)(C)C	93.1	91.3	80.9	93.9	95.7	90.2	78.8	80.0
Cc1cc(C)n(-c2ccc(C(=O)Nc3sccc3C(N)=O)cc2)n1	102.4	106.1	102.2	/	92.1	76.1	125.5	94.7
COc1cc(-c2nc(-c3ccccc3)c(-c3ccccc3)[nH]2)ccc1OC1CCCC1	106.6	88.3	78.1	89.8	56.3	45.2	78.4	28.2
Cc1ccc(NC(=O)n2c(=O)cc(C)c3ccc(O)cc32)cc1	90.9	101.1	107.7	116.9	93.7	100.5	99.6	99.9
Cc1ccc(S(=O)(=O)Nc2ccc(C3=NNC(c4ccccc4F)C3)cc2)cc1 (stereo unspecified)	96.3	93.3	86.9	94.6	74.6	104.1	87.8	/
CCC(C)C1(C)OC1C(=O)OC (stereo unspecified)	110.9	93.8	90.9	82.9	99.0	94.7	98.1	94.6
OC(CCN1CCCC1)(c1ccccc1)C1CCCCC1 (stereo unspecified)	/	106.1	101.3	108.9	/	101.8	102.8	99.9
O=c1sc(N=Nc2ccccc2)c(S)n1-c1ccccc1	95.7	90.0	94.9	83.4	64.1	70.7	109.2	82.1
Cc1ccc2c(c1)=NC(=O)/C(=C\c1sc(=O)[nH]c1O)C=2	99.0	91.4	85.1	103.1	86.4	94.6	111.0	56.8
Cc1cc(=O)[nH]c(=O)n1Cc1cn(-c2c3ccccc3nc3ccccc23)nn1	93.6	90.0	2.5*	67.0	85.2	-5.5*	100.1	15.2
O=c1c2ccccc2sc2c(N3CCC(O)CC3)nc3ccccc3c12	97.7	77.2	65.6	114.3	68.3	61.3	90.0	52.2
CCc1ccnc2c(C#N)c(NC(=O)c3ccccc3)nn12	99.1	102.2	85.1	100.8	84.1	84.3	96.9	91.2
COc1ccc(Cn2cc3c(c2-c2ccccc2)CCc2cnoc2-3)cc1	70.2	45.3	14.6	78.8	24.0	64.7	9.2*	29.6

Rewritten bar-delimited: part of the list above
Molecule | MALME-3M | BT-549 | MCF7 | UACC-257 | UACC-62 | T-47D | HS 578T | LOX IMVI
O=C1Nc2ccc(Br)cc2/C1=N\c1nnc(-c2ccc(Cl)cc2)o1 | 34.1 | 63.1 | 34.9 | 91.6 | 60.1 | 76.7 | 83.1 | /
O=C(CSc1nnc(CSc2ccc(Cl)cc2)n1-c1ccccc1)NC(=O)Nc1ccccc1 | 87.3 | 126.7 | 51.7 | 92.3 | 92.4 | / | 46.4 | 24.9
COC(=O)CC(CC(=O)c1ccccc1)c1ccccc1 (stereo unspecified) | 93.6 | 94.4 | 104.1 | 106.7 | 102.1 | / | 95.1 | 104.8
O=S(=O)(NCCCNc1cc(-c2c(-c3cccc(O)c3)nc3sccn23)ccn1)c1cccc(Cl)c1 | 48.2 | 21.5 | 55.5 | 68.4 | 40.3 | 6.6* | 32.5 | 29.6
CC(=O)C(N=Nc1ccc(N2CCN(C(=O)OC(C)(C)C)CC2=O)cc1)C(C)=O | 107.7 | 120.3 | 86.3 | 110.0 | 103.0 | 101.5 | 103.4 | 101.6
O=C1CSC(=S)N1Cc1cccs1 | 122.0 | 101.4 | 74.3 | 93.9 | 93.9 | 89.0 | 121.8 | 104.4
CN(C)CCC(C(=O)O)(c1ccccc1)c1ccccc1 | 102.7 | 94.6 | 100.8 | 74.7 | / | 78.8 | 103.7 | 94.0
CC1(C)N=C(N)N=C(N)N1c1ccc(F)cc1 | 66.6 | 85.3 | 83.6 | 88.4 | 98.1 | 97.8 | 92.4 | 49.0
COc1ccccc1Nc1n[nH]c(=S)s1 | 92.8 | 99.9 | 96.9 | 88.9 | 107.1 | 92.5 | 122.7 | 121.1
CCc1c(Nc2ccc(C)cc2)[nH]c(N)nc1=S | 103.0 | 100.3 | 91.3 | 104.3 | 93.8 | 90.1 | 94.8 | 104.6

(listing goes on)
SMILES	MALME-3M	BT-549	MCF7	UACC-257	UACC-62	T-47D	HS 578T	LOX IMVI
CN(C)c1nc2c(cnn2C)c(=O)[nH]1	115.2	114.8	107.9	96.3	100.4	109.1	96.4	93.1
C=C(C)[C@@H]1CC=C2c3sc(-c4ccccc4O)nc3C[C@@H](C)[C@]2(C)C1	104.7	116.8	94.2	104.7	93.9	104.4	99.5	104.9
O=C(Nc1ccc(C(=O)Nc2ccc(C3=NCCCN3)cc2)cc1)Nc1ccc(C2=NCCCN2)cc1	69.5	76.1	70.8	/	82.7	45.2	91.3	85.8
Cc1ccc(CN(Cc2ccc(-c3ccccc3S(C)=NC#N)cc2)C(=O)c2ccccc2Cl)cc1 (stereo unspecified)	83.3	92.2	67.9	101.2	70.7	58.3	87.3	80.0
Cn1c(O)c(N=NC(=O)c2ccco2)c2ccccc21	94.5	88.3	33.9	101.1	98.3	52.6	100.4	88.1
OC(c1cc(-c2ccc(C(F)(F)F)cc2)nc(C(F)(F)F)c1)C1CCCCN1 (stereo unspecified)	-88.6*!	85.3&93.5&52.1	-59.3*	-8.8*!	-95.1*!	-17.2*	-53.8*!	-80.7*
CCOC(=O)Cc1cnn(C)c1N1C=Nc2ccccc2S1(=O)=O	100.0	103.0	102.7	96.0	99.0	104.7	97.8	97.4
CC1=CCC(C(C)C)C=C1 (stereo unspecified)	102.2	118.0	94.4	101.2	100.7	102.4	100.4	98.3
Cc1cccc(C)c1NC(=O)NCc1ccco1	102.4	88.8	106.3	110.4	110.4	103.3	120.4	94.8
C/C=C/[C@@H]1C=C[C@@H]2C[C@H](C)CC[C@H]2[C@]1(C)/C(O)=C1/C(=O)[C@@H](CO)N(C)C1=O	99.9	96.2	94.4	/	73.8	91.6	84.5	72.1
CCCCCCCCCC(=O)Oc1ccc(/C(=C(/CC)Cc2ccccc2)c2ccc(OCCN3CCCCC3)cc2)cc1	87.7	98.5	36.1	88.3	96.2	54.1	90.4	94.5
O=C(Nc1ccccc1-c1ccc(Oc2ccc3nnc(Cl)n3n2)cc1)C1CCCCC1	129.6	78.0	85.8	103.5	74.9	81.9	95.4	76.4
COc1ccc(-c2cc(-c3nnc(SC/C(=N/O)c4ccccc4)o3)c3cc(OC)ccc3n2)cc1	104.9	82.8	91.9	97.9	89.8	77.8	110.9	98.3
COc1ccc(-c2nc(N=Nc3c(O)[nH]c4ccccc34)[nH]c(=O)c2C#N)cc1OC	99.9	104.5	102.4	110.4	98.8	109.5	100.5	101.5
Cc1ccc(-c2cc3nc(C(Cl)Cl)nc(-c4cccnc4)n3n2)cc1	5.5*	73.4	41.5	86.0	33.3	37.9	28.3	/
NC(CCCCC(=O)O)C(=O)O (stereo unspecified)	95.5	100.6	92.5	111.3	96.1	98.6	110.4	97.7
COc1ccc(Cn2nc(-c3ccc(OC)cc3)c3c2CCc2cnoc2-3)cc1	110.9	86.3	60.7	84.9	60.9	44.7	118.8	63.4
CN1CC(c2ccc([N+](=O)[O-])cc2)C2(SC(=NC3CCCCC3)N(Nc3ccccc3)C2=O)C12C(=O)Nc1cc(Cl)ccc12 (stereo unspecified)	71.0	58.5	31.7	79.3	63.3	40.4	82.3	50.5
Cc1ccc2c(n1)C(=O)C(Br)=C(c1cccc(Cl)c1)C2=O	83.8	92.9	72.6	95.5	73.2	85.0	96.0	65.1
C#CCNc1nc(NCCNC(=O)CCl)nc(N(C)CCCCc2ccccc2)n1	60.3	76.3	86.0	112.7	91.7	93.0	94.2	-12.5*
Cc1ccc(-n2nc(C(=O)NCCC(=O)O)nc2-c2ccccc2)cc1	99.8	99.5	96.7	104.9	102.5	/	96.9	105.1
CCCCCCOC(=O)CC1CC(C(C)=O)C1(C)C (stereo unspecified)	102.9	106.3&103.5	102.4&108.3	107.7&111.6	101.1&102.6	114.5	100.9&105.1	98.4&98.7
COc1ccc(/C=C/C(=O)c2ccc(Nc3ncnc4ccccc34)cc2)cc1OC	100.9	56.3	16.1	98.6	87.1	78.6	110.1	44.2
O=[N+]([O-])c1cnc(N2CCN(Cc3cccc(Cl)c3)CC2)nc1N1CCN(Cc2cccc(Cl)c2)CC1	90.5	106.1	78.7	88.7	70.0	73.3	95.8	87.0
O=[N+]([O-])c1ccc(Br)c(Br)c1	161.4	108.6	96.6	103.7	105.1	98.6	/	107.5

Following part
SMILES	MALME-3M	BT-549	MCF7	UACC-257	UACC-62	T-47D	HS 578T	LOX IMVI
CCOC(=O)CC1CSC(N/N=C(\C)c2ccc3ccc(OC)cc3c2)=N1 (stereo unspecified)	106.2	124.6	97.8	97.6	92.3	95.8	88.0	96.0
O=C1Nc2ccc(Br)cc2C12Oc1ccccc1C1CC(c3ccc(F)cc3)=NN12 (stereo unspecified)	103.0	91.8	83.5	103.9	84.6	85.9	89.1	91.9
CC(=O)OCC(=O)[C@@]1(O)CC[C@H]2[C@@H]3CC[C@@H]4C[C@H](O)CC[C@]4(C)[C@H]3C(=O)C[C@@]21C	142.7	101.9	108.0	101.1	102.8	108.5	100.3	101.1
N=C(N)NCCC[C@@H]1NC(=O)c2ccc(nc2)-c2ccc(cn2)NC(=O)CCNC(=O)[C@H](CCCNC(=N)N)NC(=O)[C@H](CCCNC(=N)N)NC(=O)[C@H](CCCNC(=N)N)NC(=O)c2ccc(nc2)-c2ccc(cn2)NC(=O)CCNC(=O)[C@H](CCCNC(=N)N)NC(=O)[C@H](CCCNC(=N)N)NC1=O	114.5[5 µM]	97.5[5 µM]	104.2[5 µM]	95.6[5 µM]	90.6[5 µM]	/	116.5[5 µM]	/
CN1CCN(c2ccc(Nc3nc(NCCCNS(=O)(=O)c4cccc(F)c4)c4sccc4n3)cc2)CC1	-83.6*	42.7	25.7	-64.0*	0.3*	22.8	50.4	-58.1*
CCN(CC)CCn1c(O)c(N=Nc2ccc(S(N)(=O)=O)cc2)c2cc(Cl)ccc21	116.2	98.6	68.2	116.5	110.6	100.8	106.1	79.9
COC(=O)/C(CCC=C(C)C)=C1\[C@@H](OC(C)=O)C[C@@]2(C)[C@H]1C[C@@H](O)[C@H]1[C@@]3(C)CC[C@H](N4CCCC4)[C@@H](C)[C@@H]3CC[C@@]12C	102.3	106.2	102.3	111.2	90.0	98.7	98.0	97.4
O=C(COc1ccc(NC(=O)Nc2ccc(Cl)cc2)cc1)N/N=C/c1ccccc1	-90.8*	-51.4*	-78.6*	-36.6*	-87.5*	-81.6*	-36.9*	-97.5*
Cc1ccc(C(=O)c2ccc(CC(=O)N/N=C/c3ccc(O)cc3O)n2C)cc1	48.6	50.8	39.2	68.3	29.8	50.2	74.9	18.8
C/C(=N\O)c1ccc(N2C(=O)c3cccc4cc([N+](=O)[O-])cc(c34)C2=O)cc1	115.1	99.0	69.5	100.7	88.2	87.2	104.6	103.4
O=C(Nc1ccccc1Cl)NN1CCCCCC1	/	109.3	101.0	102.8	89.7	100.6	99.0	98.6
Cc1ccccc1/C=C/C(=O)c1cccc(OCCCCOc2cccc(C(=O)/C=C/c3ccccc3C)c2)c1	96.9	111.2	41.5	92.2	74.8	91.4	106.4	95.9
N#Cc1cc(Cl)c2c(c1)CN(c1ncc(Cc3cccc(N4CCOCC4)c3)s1)CC2	65.1	35.9	40.1	85.3	43.4	58.7	69.9	75.5
CCCc1cc(=O)oc2c(C(=O)CC(C)C)c(O)c(CC=C(C)C)c(O)c12	-6.8*	1.2*	7.3*	22.7	-1.3*	13.5	28.1	33.8
COc1c(F)ccc(C(=O)Nc2ccc3nc(NC(=O)C4CCCN(S(=O)(=O)c5ccc(C#N)cc5)C4)sc3c2)c1F (stereo unspecified)	97.5	75.8	/	87.1	78.7	61.9	79.1	95.4
CCN1C(=O)/C(=C2\SC(N3CCC(Cc4ccccc4)CC3)=NC2=O)c2ccccc21	101.6	108.6	95.3	101.1	93.5	102.0	93.6	97.5
N#Cc1ccc(-c2ccc(COc3ccc(CC4SC(=O)NC4=O)cc3)cc2)cc1 (stereo unspecified)	59.5	/	38.1	84.9	51.4	35.8	72.5	48.5
O=C1/C(=C\c2cccc3nccnc23)SC(=S)N1CCc1ccc(O)cc1	87.3	96.0	94.4	100.4	76.4	82.5	95.4	94.5
Cn1cc(-c2nc3ccccc3[nH]2)c2cccnc21	89.3	/	84.9	108.3	91.3	72.0	102.3	91.0
O=S(=O)(NCCCNc1nccc(-n2ccc3cccnc32)n1)c1ccc(Cl)cc1	110.1	/	108.4	108.2	94.7	93.7	99.0	92.2

High-throughput results from PubChem.
